Source: PubChem BioAssay (several laboratories)
NPY1 pot ag: NPY-Y1 receptor potentiators or agonists, primary screen, cell-based | Neuropeptide Y receptor type 1 (Homo sapiens), P25929 | NPY-Y1 expressing cells, potentiator/agonist activation | activation, % at 3.6 µM | 220,000 tested, 0.37% active; in the data active means activation above about 33%, passing the limit was not always enough;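 further: cells stimulated with NPY at EC10 then isoproterenol at EC100; 0% = low agonist plus stimulus and 100% = saturating agonist plus stimulus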
S1P4 ag: S1P4 receptor agonists, primary screen, cell-based; Sphingosine 1-phosphate receptor 4 (Homo sapiens), O95977; activation, % at 4.98 µM; AID 1509, 2009; 220,000 tested, 0.35% active; S1P4-expressing cell line, agonist reporter assay; in the data active means activation above about 11%;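 further: 0% = DMSO vehicle and 100% = reference agonist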
CHOP inh: inhibitors of CHOP promoter induction, primary screen, cell-based, unfolded protein response, luciferase reporter | 220,000 tested, 3.8% active | inhibition, % at 10 µM | CHO-K1 CHOP-promoter luciferase, tunicamycin-induced, 15-18 h;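 active means compounds that reduced the stress-induced luciferase reporter signal by more than about 70% of percent inhibition, limit read from the data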;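 further: 0% = tunicamycin plus vehicle and 100% = wells without tunicamycin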
NPY-Y2 PAM-ag: NPY-Y2 potentiators or agonists, primary screen, cell-based; 220,000 tested, 0.45% active; Neuropeptide Y receptor type 2 (Homo sapiens), P49146; AID 1359, 2008; activation, % at 3.6 µM; cells expressing NPY-Y2, potentiator/agonist read-out; in the data active means activation above about 27%;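 further: cells stimulated with NPY near EC25 plus isoproterenol at EC100; 0% = vehicle plus submaximal agonist and 100% = vehicle plus saturating agonist; some results beyond the cut were filed as inactive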
Target sequence (P49146 whole entry, looked up): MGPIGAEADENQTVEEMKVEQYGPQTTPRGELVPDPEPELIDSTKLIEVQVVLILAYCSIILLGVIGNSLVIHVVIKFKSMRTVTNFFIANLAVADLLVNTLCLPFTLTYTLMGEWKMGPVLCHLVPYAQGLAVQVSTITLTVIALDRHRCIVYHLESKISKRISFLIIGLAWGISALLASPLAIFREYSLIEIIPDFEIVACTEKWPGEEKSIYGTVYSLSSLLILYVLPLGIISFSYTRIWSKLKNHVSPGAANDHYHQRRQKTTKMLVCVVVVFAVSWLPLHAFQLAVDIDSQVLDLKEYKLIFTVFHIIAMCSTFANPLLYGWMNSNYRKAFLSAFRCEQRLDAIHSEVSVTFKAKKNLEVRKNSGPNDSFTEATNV
BaF3 tox: parental Ba/F3 cell viability inhibition, counter-screen for JAK2V617F inhibitor project, murine pro-B, CellTiter-Glo luminescence | 220,000 tested, 1.1% active | inhibition, % at 5.6 µM | CellTiter-Glo ATP luminescence;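 active means inhibition above a per-campaign cutoff, the mean inhibition of all tested compounds plus 3 SD, cut at about 27% in these data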;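 further: 0% = DMSO wells and 100% = JAK Inhibitor I control wells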
S1P4 antagonist: S1P4 receptor antagonists, primary screen, cell-based; Sphingosine 1-phosphate receptor 4 (Homo sapiens), O95977; S1P4-expressing cells, antagonist mode, reporter read-out; inhibition, % at 4.98 µM; 220,000 tested, 0.26% active; in the data active means inhibition above about 29%;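 further: 0% = wells stimulated with agonist and 100% = vehicle wells without agonist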
NCF1 inh: p47phox/p22phox peptide binding inhibitors, primary screen, biochemical, uHTS, NADPH oxidase regulatory subunit; inhibition, % at 24.7 µM; 220,000 tested, 0.53% active; fluorescence polarization, 2 h; AID 1274, 2008;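 active means inhibition above about 30%, limit read from the data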;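 further: 0% = p47phox with labelled peptide and 100% = labelled peptide alone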
Target sequence (P14598 whole entry, looked up): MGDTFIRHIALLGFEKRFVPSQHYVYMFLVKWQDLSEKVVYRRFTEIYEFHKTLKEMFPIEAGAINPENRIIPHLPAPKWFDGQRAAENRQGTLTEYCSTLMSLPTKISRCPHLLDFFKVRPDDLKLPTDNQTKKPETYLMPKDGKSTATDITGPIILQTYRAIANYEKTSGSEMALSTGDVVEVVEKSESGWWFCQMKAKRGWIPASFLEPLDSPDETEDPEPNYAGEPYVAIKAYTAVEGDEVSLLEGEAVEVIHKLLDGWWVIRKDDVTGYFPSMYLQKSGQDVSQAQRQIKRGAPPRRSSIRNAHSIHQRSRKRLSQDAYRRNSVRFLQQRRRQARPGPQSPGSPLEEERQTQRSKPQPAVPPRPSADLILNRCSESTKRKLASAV
NPY Y1 blocker: NPY-Y1 receptor antagonists, primary screen, cell-based; Neuropeptide Y receptor type 1 (Homo sapiens), P25929; HEK293-CNG Y1 cells, membrane potential fluorescence; NPY at EC95, then isoproterenol; inhibition, % at 3.6 µM; 200,000 tested, 1% active; AID 1040, 2008;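 active means inhibition above the campaign mean inhibition of all tested compounds plus 3 SD, cut at about 20% in these data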;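 further: 0% = DMSO wells given NPY plus isoproterenol and 100% = isoproterenol alone without NPY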
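Test system: HEK293 cells co-expressing NPY Y1 receptor and cyclic-nucleotide gated channel; Also added: NPY (25 nM), isoproterenol (1 µM), Ro 20-1724 (25 µM); Compound dosing: one concentration, 3.6 µM, in 0.4% DMSO; Timing: dye 3 h, compound 60 min room temperature, stimulation 45 min; Technique: Membrane-potential fluorescent dye readout.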
Ba/F3 V617F tox: reduced viability of JAK2V617F-dependent Ba/F3 cells, primary screen, JAK2V617F inhibitor project, cell-based, Ba/F3 EpoR-JAK2V617F, luminescence; ATP luminescence; inhibition, % at 5.6 µM; 220,000 tested, 1.1% active;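 active means inhibition above the campaign mean plus 3 SD over all tested compounds, cut at about 24% in these data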;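 further: cytokine-independent growth of Ba/F3 cells driven by EpoR plus mutant JAK2; 0% = DMSO-treated cells and 100% = JAK inhibitor I control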
* marks the source's active call; other numbers are inactive results; / = not tested or not shown.

Values run as follows: NPY1 pot ag | S1P4 ag | CHOP inh | NPY-Y2 PAM-ag | BaF3 tox | S1P4 antagonist | NCF1 inh | NPY Y1 blocker | Ba/F3 V617F tox
#1 Cc1cc(NC(=O)CCCN2C(=O)c3cccnc3C2=O)ccc1Br
    -5 | 0.4 | 21 | -16 | 10 | -41 | 1 | -1 | 3
#2 COc1cc2c(C(=O)N3CCN(C4CCCCC4)CC3)cn(CC(C)C)c(=O)c2cc1OC
    -1 | 3.6 | 20 | 9 | 8 | -20 | -5 | -4 | 3
#3 O=C(O)c1ccc(NC(=O)C2C3CCC(C3)C2C(=O)O)cc1 (stereo not given)
    14 | 0.1 | 10 | 1 | -1 | 7 | -9 | 0 | -4
#4 O=C(CSc1nnnn1-c1ccccc1)Nc1ncc(Cc2ccccc2Cl)s1
    8 | 1.1 | 14 | -13 | 8 | -3 | -10 | 1 | -1
#5 CCC(C)NC(=O)c1cn(C)c(=O)c2cc(OC)c(OC)cc12 (stereo not given)
    17 | 0.2 | 27 | 8 | 5 | -4 | -11 | -1 | -1
#6 COc1ccc2cc(C(=O)C3CCCN(C(=O)c4csnn4)C3)ccc2c1 (stereo not given)
    -9 | 0.2 | 23 | -15 | 8 | -5 | -9 | 5 | 4
#7 Cc1ccc(C(=O)N(Nc2nc3ccccc3s2)C(=O)c2ccc(C)cc2)cc1
    0 | 10 | 33 | 8 | 4 | -10 | -13 | 0 | 0
#8 COc1cc(C(=O)NCc2nnc(SCC(=O)N3CCOCC3)o2)cc(OC)c1OC
    -2 | 1.7 | 15 | 1 | 3 | -14 | 6 | 2 | -1
#9 CCOC(=O)C1=C(C)N(C)C(C)=C(C(=O)OCC)C1c1ccc(Cl)cc1
    -29 | 0.2 | 80* | -1 | 7 | -5 | -18 | 13 | -2
#10 Cc1cccc2c1-c1sc(C(=O)Nc3ccccc3N3CCN(C)CC3)cc1CO2
    4 | -0.4 | 28 | -28 | -3 | 2 | -19 | / | -2
#11 O=C(c1ccc(F)cc1)C1CCN(CCn2c(=S)[nH]c3ccccc3c2=O)CC1
    -37 | -0.7 | -8 | -51 | -6 | 5 | -11 | 11 | -5
#12 CN1CCC(N(C)CC(C)(C)NS(=O)(=O)c2ccccc2)CC1
    -8 | 0.0 | -3 | -1 | 2 | 3 | -33 | / | 0
#13 Cc1cc(SCC(=O)Nc2ncc(Cl)cc2Cl)nc2ccccc12
    -24 | 1.4 | 53 | 0 | 2 | -12 | -11 | 7 | 1
#14 COc1ccc(OCCSc2nnc3c(Cl)cc(Cl)cn23)cc1
    -27 | 2.4 | -8 | -6 | 13 | -6 | 8 | 3 | 3
#15 COc1ccc2c(=O)c3c(=O)n(Cc4ccco4)c(-c4ccccc4)nc3oc2c1
    -10 | -1.0 | 8 | 8 | 2 | -16 | -12 | -4 | 1
#16 COc1cc(C(=O)Sc2ccc(C)cc2)cc(OC)c1OC
    25 | -1.4 | 82* | 22 | 9 | -4 | 0 | -5 | -1
#17 CN(C)S(=O)(=O)c1cccc(NC(=O)CCc2c[nH]c3ccccc23)c1
    9 | 0.3 | 17 | 6 | -1 | -1 | -10 | -9 | -1
#18 O=c1c2ccccc2cnn1Cc1n[nH]c(=S)n1-c1ccc(Cl)cc1Cl
    7 | 2.2 | -24 | 15 | 2 | -4 | 3 | -5 | -4
#19 CC(=O)c1cccc(NS(=O)(=O)c2cc(OCC(N)=O)c(C)cc2Cl)c1
    23 | -3.4 | 31 | 5 | 3 | 0 | -16 | 1 | -6
#20 Cc1cccc(NC(=O)CSc2nc(N)cc(N)n2)c1
    3 | -1.6 | 4 | 0 | 0 | -25 | -5 | -3 | -2
#21 O=C(CC1Nc2ccccc2NC1=O)NCCc1ccccc1 (stereo not given)
    5 | 0.9 | -27 | 10 | 0 | -1 | -11 | 3 | -1
#22 Cc1cccc(-n2c(N)cc(=O)nc2SCC(=O)Nc2nnc(CC(C)C)s2)c1
    -6 | -0.7 | 18 | 0 | 5 | 8 | 2 | 1 | 0
#23 O=S(=O)(c1ccc2c(c1)OCCO2)N1CCN(c2nc3ccccc3s2)CC1
    6 | 2.2 | 32 | 0 | 4 | -3 | -1 | 4 | 4
#24 CCOC(=O)C1CCCN(C(=O)c2cc(-c3ccc(F)cc3)nc3ccccc23)C1 (stereo not given)
    6 | -0.6 | 17 | 3 | 4 | -9 | 11 | 5 | 1
#25 CN1CCN(C2=C(Cl)C(=O)N(c3ccc(Cl)cc3)C2=O)CC1
    -5 | -0.3 | 32 | 18 | 7 | -19 | -15 | 2 | -1
#26 CC(C)CN(C(=O)CN1CCCCCC1)c1c(N)n(CC(C)C)c(=O)[nH]c1=O
    -1 | -0.9 | -7 | 0 | -3 | -3 | -6 | -5 | -6
#27 CCOC(=O)C1CCCN(C2CC(=O)N(c3ccc(C)c(C)c3)C2=O)C1 (stereo not given)
    -1 | -2.8 | 27 | 0 | -1 | -9 | -8 | -1 | -2
#28 CC(C)(C)C(=O)NC1CCN(S(C)(=O)=O)CC1
    -19 | 0.0 | -5 | -13 | 8 | -7 | -1 | 1 | 4
#29 O=C(Nc1nccs1)C1CCCN(S(=O)(=O)c2cccnc2)C1 (stereo not given)
    10 | 2.9 | -8 | 8 | 1 | -16 | 8 | 5 | -3
#30 Cc1cc(C)c2c(N)c(C(=O)c3cccc(Cl)c3)sc2n1
    -30 | 3.3 | 21 | -1 | 4 | 8 | -5 | 1 | -1
#31 O=C(Nc1cc([N+](=O)[O-])ccc1N1CCCC1)c1ccccc1
    18 | -0.9 | 21 | 6 | -2 | 7 | -2 | -1 | -4
#32 COCCn1nnnc1C(c1ccc(C(F)(F)F)cc1)N1CCOCC1 (stereo not given)
    11 | 0.3 | -25 | 9 | -2 | 0 | -10 | 3 | -4
#33 CCOC(=O)Cc1csc(NC(=O)C(C)(C)C)n1
    4 | 0.1 | 8 | 2 | 0 | -5 | -2 | -5 | -2
#34 COC(=O)c1sc(NC(=O)COc2ccccc2)nc1C
    4 | -0.6 | -21 | 4 | 5 | 2 | -18 | -4 | 1
#35 Nc1nc(Cl)nc2c1ncn2[C@@H]1O[C@H](CO)[C@@H](O)[C@H]1O
    -78 | 0.6 | 25 | -22 | 3 | -9 | -2 | 85* | 0
#36 O=C(Cc1cccs1)Nc1nnc(SCC(=O)N2CCCCC2)s1
    7 | -3.2 | 7 | -3 | 2 | 0 | -11 | 2 | -1
#37 CC[n+]1c(/C=C(/C)SC)sc2ccccc21
    36 | 0.0 | 18 | 14 | 4 | 2 | -23 | 2 | 1
#38 CCOC(=O)C1CCCN(c2c(NCCN3CCCCC3CC)c(=O)c2=O)C1 (stereo not given)
    7 | 0.7 | 3 | -11 | 3 | -9 | -4 | 1 | -4
#39 NC(=O)c1cc([N+](=O)[O-])ccc1NCCN1C(=O)c2ccccc2C1=O
    -7 | 0.6 | 12 | -10 | 3 | -10 | -5 | 1 | 1
#40 Cc1ccc(C(=O)N/C(=C\c2ccccc2)C(=O)NCCCn2ccnc2)cc1
    -1 | 0.7 | -9 | -1 | 1 | 6 | -14 | 0 | -1

Five compounds picked at random from those above, as already listed:
Values run as follows: NPY1 pot ag | S1P4 ag | CHOP inh | NPY-Y2 PAM-ag | BaF3 tox | S1P4 antagonist | NCF1 inh | NPY Y1 blocker | Ba/F3 V617F tox
#17 CN(C)S(=O)(=O)c1cccc(NC(=O)CCc2c[nH]c3ccccc23)c1
    9 | 0.3 | 17 | 6 | -1 | -1 | -10 | -9 | -1
#12 CN1CCC(N(C)CC(C)(C)NS(=O)(=O)c2ccccc2)CC1
    -8 | 0.0 | -3 | -1 | 2 | 3 | -33 | / | 0
#40 Cc1ccc(C(=O)N/C(=C\c2ccccc2)C(=O)NCCCn2ccnc2)cc1
    -1 | 0.7 | -9 | -1 | 1 | 6 | -14 | 0 | -1
#36 O=C(Cc1cccs1)Nc1nnc(SCC(=O)N2CCCCC2)s1
    7 | -3.2 | 7 | -3 | 2 | 0 | -11 | 2 | -1
#5 CCC(C)NC(=O)c1cn(C)c(=O)c2cc(OC)c(OC)cc12 (stereo not given)
    17 | 0.2 | 27 | 8 | 5 | -4 | -11 | -1 | -1

(next part)
cpd	Structure	NPY1 pot ag	S1P4 ag	CHOP inh	NPY-Y2 PAM-ag	BaF3 tox	S1P4 antagonist	NCF1 inh	NPY Y1 blocker	Ba/F3 V617F tox
41	COc1cccc(OC)c1OCCN1CCN(C(=O)c2ccco2)CC1	3	2.1	5	14	1	-6	-1	-2	-2
42	Cc1ccc(C2=NN=C(NC(=O)CSc3nc(C)cc(C)n3)SC2)cc1	-9	-1.6	40	10	9	12	-19	1	2
43	CC(CC(C)C(=O)N1CCOCCN(C(=O)C(C)CC(C)C(=O)O)CCOCC1)C(=O)O (stereo not given)	26	1.6	-27	3	4	12	-16	3	-1
44	COc1cccc(/C=N/NC(=O)c2cc3c(OC)c(OC)ccc3[nH]2)c1OC	-11	0.9	8	-8	42*	-15	-56	-2	54*
45	COc1cccc(C(=O)N2CCN(Cc3nc(CC4CC4)no3)CC2)c1	20	0.4	5	-2	1	4	-4	/	-2
46	COCCCn1cc(C(=O)c2cc(OC)ccc2OCC(=O)N2CCCCC2C)cc(C#N)c1=O (stereo not given)	17	0.0	-3	-10	2	10	-2	-3	-2
47	COc1ccc(-c2cc(C(F)(F)F)n3nc(C(=O)N4CCOCC4)nc3n2)cc1	-4	-0.2	29	-9	-2	-23	-2	0	-4
48	CCN1CCN(Cc2c(O)ccc3c2O/C(=C\C=C\c2ccccc2OC)C3=O)CC1	1	4.0	-4	4	2	-19	-109	-2	-1
49	O=S(=O)(c1cnc(Cl)c(Cl)c1)N1CCc2ccccc21	31	1.0	-90	42*	-3	0	-12	/	25*
50	O=C(Nc1ccccn1)C1(c2ccccc2)CCCC1	-25	0.6	-1	8	3	-12	5	-2	0

Compound profiles (already shown). Order of values: NPY1 pot ag	S1P4 ag	CHOP inh	NPY-Y2 PAM-ag	BaF3 tox	S1P4 antagonist	NCF1 inh	NPY Y1 blocker	Ba/F3 V617F tox
O=C(c1ccc(F)cc1)C1CCN(CCn2c(=S)[nH]c3ccccc3c2=O)CC1 in the list: -37	-0.7	-8	-51	-6	5	-11	11	-5
O=c1c2ccccc2cnn1Cc1n[nH]c(=S)n1-c1ccc(Cl)cc1Cl in the list: 7	2.2	-24	15	2	-4	3	-5	-4
